GLP1R ag = activates the human GLP-1 receptor; P43220; HEK293 GLP-1R CRE-luciferase, luminescence, 4-6 h; cells express a hypersensitive GLP-1R form; Potency, µM (titrated, usually from 45.6 µM), for inactives: top-dose activation, most hits filed as activators; hit rate 0.007% among 380,000; AID 624172; note: potency is the fitted concentration of half-maximal effect; % of control where 0% means no effect
Target sequence (P43220 whole entry, looked up): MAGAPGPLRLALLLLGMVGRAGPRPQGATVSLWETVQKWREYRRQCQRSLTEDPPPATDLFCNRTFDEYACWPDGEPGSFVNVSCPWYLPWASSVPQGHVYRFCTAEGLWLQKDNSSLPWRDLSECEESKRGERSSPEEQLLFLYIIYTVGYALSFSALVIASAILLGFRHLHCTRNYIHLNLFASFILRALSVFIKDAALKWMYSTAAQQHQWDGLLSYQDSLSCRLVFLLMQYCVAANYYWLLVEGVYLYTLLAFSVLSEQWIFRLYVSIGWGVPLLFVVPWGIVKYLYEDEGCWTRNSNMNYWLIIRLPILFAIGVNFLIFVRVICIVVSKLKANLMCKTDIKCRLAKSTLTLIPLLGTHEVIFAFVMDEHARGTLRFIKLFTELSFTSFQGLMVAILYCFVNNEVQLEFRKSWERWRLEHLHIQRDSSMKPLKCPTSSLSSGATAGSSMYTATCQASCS
Abeta yeast res = A-beta toxicity reversal in yeast; yeast expressing A-beta42, growth rescue, OD600, 48 h; response scale: 0% DMSO, 100% iron-clioquinol control; Potency, µM (highest dose often 46.1 µM), for inactives: top-dose growth rescue, usual class: activators; hit rate 0.063% among 410,000; AID 1347071; note: potency is the fitted concentration of half-maximal effect; nearly all actives have a fitted effect of over 55% in size
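Yeast A-beta toxicity model in growth medium with pinned compounds, 48 h at 30 C; growth read as absorbance at 600 nm. Normalized to FeCl3/clioquinol equimolar mix (positive) and DMSO (negative).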
aSyn rescue = rescues yeast growth from alpha-synuclein toxicity; Yeast expressing alpha-synuclein, growth rescue, BacTiter-Glo, 24 h; Potency, µM (series often up to 46.1 µM), for the others: at the highest dose growth rescue (activation), actives largely listed as activators; hit rate 0.14% among 370,000; AID 652106; note: potency is the fitted concentration of half-maximal effect; % of control where 0% means no effect; nearly all actives have a fitted effect of over 65% in size
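Readout is rescue of growth in alpha-synuclein-expressing yeast, so inhibitors of toxicity appear as activators. Growth after 24 hr at 30 deg C in galactose medium is quantified by luminescence.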
pAkt inh = Akt phosphorylation inhibition | activity change, % for hits at 50 µM | AID 651550 | hit rate 0.32% among 360,000 | Neuro2A IGF-stimulated pAkt S473 HTRF, 20 min; stronger effect = lower value; in the data active = activity change below about -80%; inconclusive = mostly about -51% to -80%; note: % is set by controls: 0 for no effect and ±100 for the full control effect
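Neuro2A cells in DMEM with 0.5% FBS, overnight at 37 deg C, given compound at single 50 µM final, then IGF (6 nM final) for 20 min at 37 deg C. Lysed; phospho-Akt Ser473 by HTRF after 24 h, 665/615 ratio.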
PTHR1 agonist = PTHR1 (human) receptor agonism; Q03431; Potency, µM (series often up to 115 µM), inactives show top-dose activation, hits mostly activators; HEK293 GP2 PTHR1 cells, GloSensor cAMP luminescence, 1 h; hit rate 0.075% among 410,000; AID 743266; note: potency is the fitted concentration of half-maximal effect; nearly all actives have a fitted effect of over 55% in size; some results filed as inactive show a strong effect at the top dose; inactives centre near -15; many of its hits are not listed in these tables
Target sequence (Q03431 whole entry, looked up): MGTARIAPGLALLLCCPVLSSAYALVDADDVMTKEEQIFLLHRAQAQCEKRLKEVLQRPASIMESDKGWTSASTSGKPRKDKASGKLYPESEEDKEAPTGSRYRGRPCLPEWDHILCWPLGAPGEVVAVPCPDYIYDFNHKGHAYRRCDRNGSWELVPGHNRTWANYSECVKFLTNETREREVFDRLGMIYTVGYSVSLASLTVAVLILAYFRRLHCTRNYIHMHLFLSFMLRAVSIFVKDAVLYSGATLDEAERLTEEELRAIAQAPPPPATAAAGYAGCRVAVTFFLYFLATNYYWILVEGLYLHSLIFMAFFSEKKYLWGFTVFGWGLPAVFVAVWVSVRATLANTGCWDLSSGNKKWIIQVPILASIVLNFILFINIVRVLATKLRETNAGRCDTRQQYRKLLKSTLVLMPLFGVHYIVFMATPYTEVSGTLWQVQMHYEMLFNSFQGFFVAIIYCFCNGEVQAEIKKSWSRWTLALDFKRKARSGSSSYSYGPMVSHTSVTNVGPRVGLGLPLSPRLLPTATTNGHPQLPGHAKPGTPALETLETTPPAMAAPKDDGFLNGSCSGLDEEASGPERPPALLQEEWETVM
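HEK-293-derived GP2 cells expressing PTHR1 and a GloSensor cAMP reporter, 3,000/well, plated overnight, given luciferin plus IBMX (each 0.5 mM as added) for 1 h at 37 °C, then compound for 1 h at 37 °C. Luminescence was read after 15 min at room temperature.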
GLP-1R inv ag = GLP-1 receptor (human) inverse agonism | Potency, µM (doses to about 38.3 µM), inactives show top-dose activity change, negative = inhibition, actives largely listed as inhibitors | HEK293 GLP-1R CRE-luciferase, luminescence, 24 h; GLP-1R form is constitutively active | AID 624417 | hit rate 1.6% among 410,000 | P43220; note: potency is the fitted concentration of half-maximal effect; % is set by controls: 0 for no effect and ±100 for the full control effect; nearly all actives have a fitted effect of over 55% in size
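Luminescence readout: a drop in cAMP-driven luciferase signal flags inverse agonism at a constitutively active GLP-1R stably expressed in HEK293. Compound exposure lasted 24 hr at 37 deg C, 5% CO2.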
DRD3 antagonist = D3 dopamine receptor (human) antagonism | max response, negative = inhibition, % | D3R cells, DiscoveRx beta-arrestin luminescence, antagonist mode; stronger effect = lower value | P35462 | hit rate 2.5% among 360,000 | AID 652054; in the data active = max response below about -50%; inconclusive = no clear call, values can overlap the other calls; note: % is set by controls: 0 for no effect and ±100 for the full control effect; mostly tested at two doses, the higher about 12 µM
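Cells plated overnight at 1500 cells/well, then exposed to library compounds with dopamine controls for 90 minutes at 37 degrees C. DiscoveRx reagent added for 30–60 minutes at room temperature; luminescence read, quantitative HTS format.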
FUS suppressor = rescues growth of FUS-expressing yeast; S. cerevisiae FUS-expressing, growth rescue, OD600, 24 h; Potency, µM (titrated, usually from 76.6 µM), inactives show at the top dose growth rescue (activation), usual class: activators; hit rate 0.24% among 390,000; AID 1347120;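 note: potency is the fitted concentration of half-maximal effect; plate controls were DMSO vehicle for no effect and reference control for full effect; nearly all actives have a fitted effect of over 55% in size; some results filed as inactive show a strong effect at the top dose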
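Quantitative HTS measuring growth restoration of FUS-toxic yeast. Galactose-induced cells (OD 0.005) were exposed 24hr at 30C to compounds at several concentrations, then absorbance at 600 nm was recorded.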
TDP-43 yeast inh = TDP-43 toxicity inhibition in yeast | TDP-43 expressing yeast growth rescue, BacTiter-Glo, 24 h | Potency, µM (series often up to 46.1 µM), inactives show at the top dose growth rescue (activation), usual class: activators | hit rate 1.8% among 410,000; note: potency is the fitted concentration of half-maximal effect; % of control where 0% means no effect; nearly all actives have a fitted effect of over 50% in size
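Cell-based yeast growth screen: TDP-43 expression induced in galactose, inoculum OD600=0.02 after raffinose pregrowth to mid-log. Read-out BacTiter-Glo luminescence at 24 hr, 30 deg C; inhibition of toxicity seen as signal increase.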
The depositor's hits bear a star; & = joins results of further samples; [ ] = remark or other dose. Unless noted, calls come from the whole dose curve; as a rule, active = well fitted curve in the direction sought with a large enough effect; inconclusive = small, poorly fitted or top-dose-only effect, or another doubt; inactive = no such curve, though single readings can be large; an effect the other way counts as inactive or inconclusive. Some of the compounds tested; the hit share may differ from the screen's.

`O=C(Nc1cccc(-c2ccc(N3CCCCC3)nn2)c1)c1ccco1` gave GLP1R ag 5%, Abeta yeast res 28%, aSyn rescue -12%, pAkt inh inactive, PTHR1 agonist -58%[inhibitor], GLP-1R inv ag inconclusive, DRD3 antagonist -15, FUS suppressor -5% and TDP-43 yeast inh 21%.
For COc1ccc(NC(=O)n2ncc3c(C)cccc32)cc1OC the results were GLP1R ag 8%, Abeta yeast res -6%, aSyn rescue 1%, pAkt inh inactive, PTHR1 agonist -19%, GLP-1R inv ag 84%[activator], DRD3 antagonist 0, FUS suppressor 1% and TDP-43 yeast inh inconclusive.
`CCCCN1Cc2ccccc2Oc2cc(Br)ccc2S1(=O)=O` gave GLP1R ag 5%, Abeta yeast res 14%, aSyn rescue 12%, pAkt inh inactive, PTHR1 agonist inactive, GLP-1R inv ag 1%, DRD3 antagonist 7, FUS suppressor -12% and TDP-43 yeast inh inconclusive.
`O=C(Nc1nc(-c2ccc3ccccc3c2)cs1)C1CCN(S(=O)(=O)c2cccs2)CC1` gave GLP1R ag -23%, Abeta yeast res 19%, aSyn rescue 5%, pAkt inh inactive, PTHR1 agonist -44%[inhibitor], GLP-1R inv ag -25%, DRD3 antagonist 6 and TDP-43 yeast inh 18%.
For Cc1[nH]ccc(=O)c1OCc1c(Cl)cccc1Cl the results were GLP1R ag -7%, Abeta yeast res 13%, aSyn rescue -12%, pAkt inh -114%*, PTHR1 agonist -42%[inhibitor], GLP-1R inv ag 1%, DRD3 antagonist -3, FUS suppressor 34% and TDP-43 yeast inh 0%.
`CNC[C@H]1Oc2c(NC(=O)c3ccc(-c4nccs4)cc3)cccc2C(=O)N([C@@H](C)CO)C[C@@H]1C` gave GLP1R ag 4%, Abeta yeast res 2%, aSyn rescue -13%, pAkt inh inactive, PTHR1 agonist inactive, GLP-1R inv ag -7%, DRD3 antagonist -20, FUS suppressor 2% and TDP-43 yeast inh 12%.
For C=CCNC(=S)Nc1sc2c(c1C(=O)OCC)CC(C(C)C)OC2 (configuration not stated) the results were GLP1R ag -10%, Abeta yeast res 1%, aSyn rescue -1%, pAkt inh inactive, PTHR1 agonist -8%, GLP-1R inv ag -17%, DRD3 antagonist 2, FUS suppressor 21% and TDP-43 yeast inh -8%.
Screening Cn1nc(C(F)(F)F)c(-c2ccccc2)c1NC(=O)CSCC(=O)O returned GLP1R ag 0%, Abeta yeast res 6%, aSyn rescue -1%, pAkt inh inactive, PTHR1 agonist inactive, GLP-1R inv ag -10%, DRD3 antagonist -20, FUS suppressor -2% and TDP-43 yeast inh -10%.
COC(=O)c1[nH]c2c(c1C)C(=O)CC(c1cc(OC)c(OC)c(OC)c1)C2 (configuration not stated) was read as GLP1R ag 4%, Abeta yeast res 0%, aSyn rescue -2%, pAkt inh inactive, PTHR1 agonist -23%, GLP-1R inv ag -7%, DRD3 antagonist 10, FUS suppressor -30% and TDP-43 yeast inh 13%.
For CCN(CC(=O)Nc1cc(Cl)ccc1C)C(=O)c1nc2nc(C)cc(C)n2n1 the results were GLP1R ag -1%, Abeta yeast res 0%, aSyn rescue 0%, pAkt inh inactive, PTHR1 agonist 5%, GLP-1R inv ag -16%, DRD3 antagonist -1, FUS suppressor 3% and TDP-43 yeast inh -1%.
For CN(C)c1ccc(-c2csc(C(O)(c3ccccc3)C(F)(F)F)n2)cc1 (configuration not stated) the results were GLP1R ag 2%, Abeta yeast res -10%, aSyn rescue 15%, pAkt inh inactive, PTHR1 agonist -24%, GLP-1R inv ag inconclusive, DRD3 antagonist -94*, FUS suppressor 34% and TDP-43 yeast inh 20%.
`CC(C)c1nnc(SCC(=O)NCc2ccc3c(c2)OCO3)n1C` gave GLP1R ag -12%, Abeta yeast res -5%, aSyn rescue 0%, pAkt inh inactive, PTHR1 agonist -2%[57.5 µM], GLP-1R inv ag 6%, DRD3 antagonist inconclusive, FUS suppressor 3% and TDP-43 yeast inh 1%.
For Cn1c(CSc2ncccn2)nnc1SCC(=O)N1CCCCCC1 the results were GLP1R ag -7%, Abeta yeast res -1%, aSyn rescue 0%, pAkt inh inactive, PTHR1 agonist -13%, GLP-1R inv ag 3%, DRD3 antagonist 8, FUS suppressor -11% and TDP-43 yeast inh 8%.
`CCc1nc(N)nc(N)c1-c1ccc(Cl)cc1` gave GLP1R ag 11%&21%, Abeta yeast res -6%, aSyn rescue -9%, PTHR1 agonist -18%, GLP-1R inv ag inconclusive, DRD3 antagonist -14, FUS suppressor -19% and TDP-43 yeast inh -2%.
`Cc1c(Cl)c([N+](=O)[O-])nn1Cc1ccc(C(=O)N/N=C\c2cccc(Br)c2)o1` gave GLP1R ag -5%, Abeta yeast res 8%, aSyn rescue 5%, pAkt inh inactive, PTHR1 agonist -3%, GLP-1R inv ag 10µM*, DRD3 antagonist 70, FUS suppressor inconclusive and TDP-43 yeast inh 23%.
COc1ccccc1N1CCN(C(=O)CCS(=O)(=O)c2cc(Br)cc3c2N(C(C)=O)CC3)CC1 was read as GLP1R ag -1%, Abeta yeast res -1%, PTHR1 agonist -56%[inhibitor], GLP-1R inv ag 2%, FUS suppressor 13% and TDP-43 yeast inh 16%.
For Cc1ccc(S(=O)(=O)N(Cc2ccc(Cl)cc2)c2ccccc2C(=O)O)cc1 the results were GLP1R ag 0%, Abeta yeast res -14%, aSyn rescue -41%[inhibitor], pAkt inh inactive, PTHR1 agonist -6%, GLP-1R inv ag inconclusive, DRD3 antagonist 0, FUS suppressor 29% and TDP-43 yeast inh -12%.
Screening O=C(Cn1c(=O)c2sccc2n(Cc2cccc([N+](=O)[O-])c2)c1=O)NCCc1ccccc1 returned GLP1R ag -1%, Abeta yeast res -13%, aSyn rescue -11%, pAkt inh inactive, PTHR1 agonist inactive, GLP-1R inv ag 0%, DRD3 antagonist inconclusive and TDP-43 yeast inh -2%.
O=S(=O)(c1ccc(NCCOc2ccccc2)nc1)N1CCCC1 was read as GLP1R ag 17%, Abeta yeast res 7%, aSyn rescue 7%, pAkt inh inactive, PTHR1 agonist -29%, GLP-1R inv ag 2%, DRD3 antagonist 25 and TDP-43 yeast inh 29%.
For Cc1c(C)c2cc(Cl)c(OCc3nn[nH]n3)cc2oc1=O the results were GLP1R ag 1%, Abeta yeast res -8%, aSyn rescue -1%, pAkt inh inactive, PTHR1 agonist 20%[57.5 µM], GLP-1R inv ag 15%, DRD3 antagonist 62, FUS suppressor 4% and TDP-43 yeast inh -2%.
O=C(COC(=O)Cc1n[nH]c(=O)c2ccccc12)Nc1ncc(Cl)cc1Cl was read as GLP1R ag 3%, Abeta yeast res -22%, aSyn rescue -4%, pAkt inh inactive, PTHR1 agonist inactive, GLP-1R inv ag 1%, DRD3 antagonist 9, FUS suppressor -16% and TDP-43 yeast inh 8%.
CCOc1ccccc1NC(=O)Cn1cc(C(=O)c2cccc(OC)c2)c(=O)c2ccc(C)nc21 was read as Abeta yeast res 10%, PTHR1 agonist inactive, GLP-1R inv ag 5%, FUS suppressor 18% and TDP-43 yeast inh 20%.
CCOc1ccc(C)cc1S(=O)(=O)NC1CCCCCC1 was read as GLP1R ag 9%, Abeta yeast res 5%, aSyn rescue 3%, pAkt inh inactive, PTHR1 agonist -15%, GLP-1R inv ag inconclusive, DRD3 antagonist -9, FUS suppressor 19% and TDP-43 yeast inh -8%.
For CC1=C(C)CC(C(=O)NCc2ccc3c(c2)OCO3)C(C(=O)O)C1 (configuration not stated) the results were GLP1R ag -9%, Abeta yeast res 5%, aSyn rescue -1%, pAkt inh inactive, PTHR1 agonist -1%[57.5 µM], GLP-1R inv ag 0%, DRD3 antagonist 22, FUS suppressor 16% and TDP-43 yeast inh -13%.
`CC1CN(C(=O)c2ccccc2NS(=O)(=O)c2cccc([N+](=O)[O-])c2)CC(C)O1` (configuration not stated) gave GLP1R ag 0%, Abeta yeast res -6%, aSyn rescue 6%, pAkt inh inactive, PTHR1 agonist -8%, GLP-1R inv ag 16%, DRD3 antagonist -4, FUS suppressor 11% and TDP-43 yeast inh -3%.
For COc1ccc(O)c(C(=O)CC(=O)c2cccnc2)c1 the results were GLP1R ag 12%, Abeta yeast res -22%, aSyn rescue -14%, pAkt inh inactive, PTHR1 agonist inactive, GLP-1R inv ag 8%, DRD3 antagonist 5, FUS suppressor 6% and TDP-43 yeast inh -26%.
`O=[N+]([O-])c1cc(/C=N/O)ccc1Oc1ccccc1Cl` gave GLP1R ag inconclusive, Abeta yeast res -10%, aSyn rescue 13%, pAkt inh inactive, PTHR1 agonist -20%, GLP-1R inv ag inconclusive, DRD3 antagonist -12, FUS suppressor 0% and TDP-43 yeast inh inconclusive.
`C=CCn1c(C)cc(C(=O)CSc2nc(N)cc(N)n2)c1C` gave GLP1R ag 11%, Abeta yeast res 4%, aSyn rescue 4%, pAkt inh inactive, PTHR1 agonist -18%, GLP-1R inv ag 7%, DRD3 antagonist 24, FUS suppressor -18% and TDP-43 yeast inh 6%.
`CC(C)Oc1ccc(C(=O)N2CCCC2C(=O)O)cc1` (configuration not stated) gave GLP1R ag 16%, Abeta yeast res 11%, aSyn rescue 2%, pAkt inh inactive, PTHR1 agonist -16%[57.5 µM], GLP-1R inv ag 4%, DRD3 antagonist -20, FUS suppressor -1% and TDP-43 yeast inh -18%.
`CC1CCCCN1Cc1c(O)ccc2c(=O)c(-c3nc4ccccc4s3)coc12` (configuration not stated) gave GLP1R ag 0%, Abeta yeast res -6%, aSyn rescue 4%, pAkt inh inactive, PTHR1 agonist -14%, GLP-1R inv ag inconclusive, DRD3 antagonist 35, FUS suppressor 43% and TDP-43 yeast inh 2%.

Screening data: PubChem, National Center for Advancing Translational Sciences (NCATS)
